BLM inh – Bloom syndrome helicase (human) inhibition; recombinant BLM DNA unwinding, fluorescence dequenching; actives 0.2% (n = 350,000); Potency, µM (doses to about 56.1 µM), for the others: at the top dose activity change, negative = inhibition, hits mostly inhibitors;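 also: potency is read from the fitted curve at half-maximal effect; plate controls were vehicle for no effect and no enzyme for full effect; nearly all actives have a fitted effect of over 35% in size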
Target sequence (P54132 whole entry, looked up): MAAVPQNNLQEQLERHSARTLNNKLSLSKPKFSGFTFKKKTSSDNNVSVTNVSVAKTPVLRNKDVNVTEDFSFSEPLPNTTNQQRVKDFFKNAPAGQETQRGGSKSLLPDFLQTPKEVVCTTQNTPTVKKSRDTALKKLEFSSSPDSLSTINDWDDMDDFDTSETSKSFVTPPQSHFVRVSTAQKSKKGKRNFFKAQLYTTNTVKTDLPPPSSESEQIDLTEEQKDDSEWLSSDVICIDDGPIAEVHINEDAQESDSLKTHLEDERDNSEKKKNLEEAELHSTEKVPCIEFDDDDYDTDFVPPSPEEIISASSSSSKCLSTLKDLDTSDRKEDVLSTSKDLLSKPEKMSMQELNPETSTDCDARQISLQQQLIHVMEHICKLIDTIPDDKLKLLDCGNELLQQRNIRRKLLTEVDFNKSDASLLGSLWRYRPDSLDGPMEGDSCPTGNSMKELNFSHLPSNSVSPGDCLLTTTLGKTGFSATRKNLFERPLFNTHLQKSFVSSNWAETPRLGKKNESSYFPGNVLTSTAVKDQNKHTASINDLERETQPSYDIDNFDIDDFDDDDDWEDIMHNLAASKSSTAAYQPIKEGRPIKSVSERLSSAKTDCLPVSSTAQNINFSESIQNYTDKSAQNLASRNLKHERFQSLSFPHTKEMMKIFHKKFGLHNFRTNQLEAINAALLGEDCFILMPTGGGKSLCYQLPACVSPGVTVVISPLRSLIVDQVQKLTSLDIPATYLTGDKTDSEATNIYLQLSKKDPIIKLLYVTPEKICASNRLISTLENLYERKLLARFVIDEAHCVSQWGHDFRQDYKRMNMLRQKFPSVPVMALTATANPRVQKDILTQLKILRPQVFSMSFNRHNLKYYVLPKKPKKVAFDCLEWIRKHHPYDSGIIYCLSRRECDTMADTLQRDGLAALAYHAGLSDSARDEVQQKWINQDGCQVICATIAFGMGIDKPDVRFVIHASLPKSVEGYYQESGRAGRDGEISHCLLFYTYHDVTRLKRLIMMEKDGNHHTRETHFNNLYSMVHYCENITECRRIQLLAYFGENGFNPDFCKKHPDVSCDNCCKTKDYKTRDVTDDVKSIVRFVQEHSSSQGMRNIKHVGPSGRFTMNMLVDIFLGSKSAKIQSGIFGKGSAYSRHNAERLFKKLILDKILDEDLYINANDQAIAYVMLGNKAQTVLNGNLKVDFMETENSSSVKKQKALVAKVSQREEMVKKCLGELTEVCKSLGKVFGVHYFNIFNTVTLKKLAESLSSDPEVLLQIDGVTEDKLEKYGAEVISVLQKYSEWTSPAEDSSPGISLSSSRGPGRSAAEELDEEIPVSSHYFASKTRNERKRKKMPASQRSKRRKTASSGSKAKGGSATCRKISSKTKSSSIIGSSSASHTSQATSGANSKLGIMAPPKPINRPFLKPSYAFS
POLK inh – blocks human DNA polymerase kappa activity; Q9UBT6; purified Pol kappa, fluorescent DNA synthesis assay, 10 min; Potency, µM (series often up to 107 µM), for the others: at the highest dose activity, negative = inhibition, usual class: inhibitors; actives 0.53% (n = 400,000); AID 588579; also: potency is read from the fitted curve at half-maximal effect; % is scaled to controls: 0 for no effect and ±100 for the full control effect
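Enzyme at 10 nM met test compounds for 15 min at room temperature. Substrate addition (50 nM final) began the reaction, which was monitored by fluorescence at 0 and 10 min.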
GRP78 ERSR act – ER stress response induction in glioma | U87-MG GRP78 promoter luciferase reporter, 16 h | Potency, µM, for inactives: at the top dose activation, actives largely listed as activators | actives 0.02% (n = 420,000) | AID 602332; also: potency is read from the fitted curve at half-maximal effect; series mostly up to about 76 µM; % of control where 0% means no effect; nearly all actives have a fitted effect of over 35% in size
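ERSR induction read as luciferase luminescence (Bright-Glo, 10 min at room temperature) in stably transfected human U87-MG glioma cells exposed to compounds for 16 h, using GRP78 as sensor.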
LDHA block – inhibitors of human lactate dehydrogenase A | activity change, % (values are at about 110 or 230 µM) | actives 0.15% (n = 480,000) | purified LDHA, NADH/diaphorase-resazurin fluorescence; hits give low values | P00338; in the data active = activity change below about -30%; inconclusive = mostly about -25% to -30%;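 also: plate controls were DMSO wells for no effect and wells without enzyme for full effect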
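Enzyme activity of human lactate dehydrogenase 5 (2 nM; 0.06 mM NADH, 0.2 mM pyruvate, 5 min, RT) is measured via a resazurin/diaphorase fluorescence readout of residual NADH.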
POLH inh – DNA polymerase eta (human) inhibition. recombinant Pol eta, fluorescent DNA replication assay. Potency, µM (titrated, usually from 114 µM), for inactives: at the highest dose activity change, negative = inhibition, most hits filed as inhibitors. actives 1.2% (n = 390,000); also: potency is read from the fitted curve at half-maximal effect; % is scaled to controls: 0 for no effect and ±100 for the full control effect
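Pol eta at 10 nM preincubated with compounds 15 min at room temperature; reaction started with fluorescent substrate (50 nM final) and read kinetically at 0 and 10 min.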
Pol beta inh – inhibitors of human DNA polymerase beta. Potency, µM (top dose mostly 114 µM), inactives show at the top dose activity change, negative = inhibition, actives largely listed as inhibitors. AID 485314. actives 1.3% (n = 340,000). Pol beta primer extension/strand displacement, fluorescence kinetic; also: potency is read from the fitted curve at half-maximal effect; % is scaled to controls: 0 for no effect and ±100 for the full control effect
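Curves were derived by four-parameter Hill fits of normalized qHTS data. The kinetic fluorescent primer-extension read was taken at 0 and 10 min after 50 nM substrate, following a 15 min room-temperature preincubation of 10 nM enzyme with compounds.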
POLI inh – DNA polymerase iota (human) inhibition; Q9UNA4; Pol iota fluorescent replication assay, 10 min; Potency, µM (doses to about 115 µM), inactives show at the highest dose activity, negative = inhibition, most hits filed as inhibitors; actives 1% (n = 390,000); also: potency is read from the fitted curve at half-maximal effect
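Pol iota at 10 nM preincubated 15 min with compounds at room temperature; reaction started with fluorescent substrate, 50 nM final. Fluorescence read kinetically at 0 and 10 min; buffer-only wells as negative control.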
APEX1 inh – inhibitors of human APE1 endonuclease; actives 0.35% (n = 350,000); Potency, µM (doses to about 65.8 µM), for inactives: top-dose activity change, negative = inhibition, usual class: inhibitors; recombinant APE1, TAMRA/BHQ-2 abasic DNA cleavage fluorescence;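 also: potency is read from the fitted curve at half-maximal effect; plate controls were vehicle for no effect and reference inhibitor for full effect; nearly all actives have a fitted effect of over 55% in size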
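Kinetic fluorescence read (525 ex/598 em nm, three reads 60 s apart) of AP-site incision; signal = third minus first read. Enzyme 0.75 nM, dual-labelled THF duplex 50 nM, compound preincubation 15 min RT.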
Anesthetic bind – binds horse apoferritin like a general anesthetic; apoferritin/1-aminoanthracene competitive binding, fluorescence; actives 0.074% (n = 350,000); Potency, µM (doses to about 77.5 µM), inactives show at the highest dose activity change, negative = displacement, usual class: inhibitors; AID 485281; P02791; also: potency is read from the fitted curve at half-maximal effect; % is scaled to controls: 0 for no effect and ±100 for the full control effect; nearly all actives have a fitted effect of over 20% in size
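Concentration-response curves derived by four-parameter Hill fitting of normalized fluorescence, where compounds displaced 1-AMA from 10 uM horse apoferritin following a brief 10 min room-temperature incubation; propofol titration acted as positive control.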
* hit, by the source's call; ? = inconclusive; nt = no result given; & = joins results of further samples; [ ] = another dose, or the depositor's remark. Unless noted, calls follow the shape of the dose curve; as a rule, active = well fitted curve in the direction sought with a large enough effect; inconclusive = small, poorly fitted or top-dose-only effect, or another doubt; inactive = no such curve, though single readings can be large; an effect the other way counts as inactive or inconclusive. Some of the compounds tested. The share of hits here may be higher or lower than overall.

SMILES	BLM inh	POLK inh	GRP78 ERSR act	LDHA block	POLH inh	Pol beta inh	POLI inh	APEX1 inh	Anesthetic bind
Cc1nc2ccc(S(=O)(=O)N(C)CC(=O)NC(C)c3ccccc3)cc2s1 (stereo not given)	-1%	4%	0%	-1	-6%	-1%	11%	70%[activator]	2%
Cc1cc(C)c(C(=O)/C=C/c2ccc(C(C)C)cc2)c(=O)[nH]1	-5%	-1%	-11%	-1	?	-2%	17%	2%	?
CN(C)S(=O)(=O)c1ccc(C(=O)NCCSc2ccc(Br)cc2)cc1	-4%	-21%	2%	0	3%	-1%	11%	-3%	-7%
O=S1(=O)C=CC(N2CCOCC2)C1 (stereo not given)	3%	-15%	0%	-2	-20%	8%	-1%	-1%	1%
O=C1c2cccnc2Oc2ccc(Cl)cc2N1Cc1ccc(F)cc1	-4%	-5%[60.1 µM]	-4%	1	-21%	-3%	32%[activator]	-1%	-14%
Cc1ccccc1C(=O)NNC(=O)c1ccc(Br)cc1	-3%	-10%	3%	-6	-4%	8%	-15%	4%	-1%
COc1cccc2c1OC1(C)CC2NC(=O)N1c1cccc(C(=O)N2CCN(c3ccccn3)CC2)c1 (stereo not given)	5%	-3%	-5%	-8	-9%	-2%	21%	5%	-4%
CCCCN(C(=O)c1ccc(N2CCCC2=O)cc1)c1c(N)n(CCCC)c(=O)[nH]c1=O	nt	-11%	0%	-8	0%	nt	30%	10%	nt
O=C(Cc1ccccc1)NCCS(=O)(=O)N1CCN(c2cccc(Cl)c2)CC1	nt	2%	-3%	-1	-19%	nt	11%	62%[activator]	nt
COc1ccc(N=C2NC(=O)/C(=C/C=C/c3ccccc3)S2)cc1	-2%	-5%	-2%	-10	-16%	37%	142%[activator]	2%	5%
COc1cccc(OC)c1C(=O)N1CC(C)OC(C)C1 (stereo not given)	-1%	-14%	-3%	2	-3%	0%	4%	-2%	23%
O=C1/C(=C/c2ccccc2)Nc2ccccc21	-4%	5%	6%	-3	-10%	2%	34%[activator]	-2%	?
O=C(CSc1ccccc1)N1CCN(S(=O)(=O)c2ccccc2)CC1	-6%	-8%	-4%	-5	-7%	12%	1%	-9%	-20%
CN(C)/C=C/C(=O)c1ccc([N+](=O)[O-])c(CS(=O)(=O)c2ccccc2)c1	-7%	-27%	-6%	-4	-11%	1%	30%[activator]	29%	-8%
COc1ccc(/C=N/NC(=O)c2ccc3c(c2)OCO3)cc1	-7%	-2%	7%	-15	-17%	?	32%[activator]	-9%	-6%

Arranged by length of the SMILES (ascending): part of the list above
SMILES	BLM inh	POLK inh	GRP78 ERSR act	LDHA block	POLH inh	Pol beta inh	POLI inh	APEX1 inh	Anesthetic bind
Cc1ccccc1C(=O)NNC(=O)c1ccc(Br)cc1	-3%	-10%	3%	-6	-4%	8%	-15%	4%	-1%
COc1ccc(N=C2NC(=O)/C(=C/C=C/c3ccccc3)S2)cc1	-2%	-5%	-2%	-10	-16%	37%	142%[activator]	2%	5%
Cc1cc(C)c(C(=O)/C=C/c2ccc(C(C)C)cc2)c(=O)[nH]1	-5%	-1%	-11%	-1	?	-2%	17%	2%	?
O=C(Cc1ccccc1)NCCS(=O)(=O)N1CCN(c2cccc(Cl)c2)CC1	nt	2%	-3%	-1	-19%	nt	11%	62%[activator]	nt

The list continues:
SMILES	BLM inh	POLK inh	GRP78 ERSR act	LDHA block	POLH inh	Pol beta inh	POLI inh	APEX1 inh	Anesthetic bind
Oc1ccc(Nc2ccnc3cc(Cl)ccc23)cc1	-2%	-3%	-6%	-7	-13%	-24%	9%	-2%	-4%
Cc1cc(C)c(OCC(=O)OCC(=O)NCC2CCCCC2)c(C)c1	nt	-9%	-2%	-5	-9%	nt	12%	11%	nt
Cc1ccc(N(CC(=O)NC2CCCCC2)C(=O)c2ccc(C)s2)cc1	-2%	-7%	-3%	-9	-7%	5%	13%	-6%	?
Cc1cc(C)nc(NC(=NCc2ccc3c(c2)OCO3)NC(=O)Nc2ccccc2)n1	-12%	-7%	-3%	-7	-2%	45%	-4%	18%	-8%
Cc1cc(NC(=O)CN2CCC(C)CC2)no1	3%	-3%	-3%	?	8%	-8%	-7%	-7%	-19%
COc1ccc(C2=Nn3c(nnc3-c3ccccc3Cl)SC2)cc1OCC1CC1	nt	40µM*	-7%	0	-23%	nt	30%[activator]	16%	nt
COc1ccc(Cc2cnc(N)nc2N)cc1OC	-12%	4%[19.4 µM]	-4%&-3%	-1	nt	nt	102%[activator]	nt	nt
CC(=Nc1ccc(C)cc1)c1sc2ccccc2c1O	-5%	-14%	-2%	2	-20%	0%	?	1%	-6%
CNC(=O)NC(=O)C(c1ccccc1)N(C)CC1COc2ccccc2O1 (stereo not given)	-4%	1%	-3%	-4	-25%	3%	17%	3%	-12%
CCOC(=O)C1=C(N)n2c(s/c(=C/c3ccco3)c2=O)=C(C(=O)OC)C1c1ccco1 (stereo not given)	-15%	?	-6%	0	?	28µM*	?	?	-6%
Nc1nc(F)nc2c1ncn2[C@@H]1O[C@H](CO)[C@@H](O)[C@@H]1O	2%	18%	-2%	-7	-13%	7%	17%	-2%	4%
CC1(C)CC(=O)C(Sc2nnc(-c3ccc(NS(C)(=O)=O)cc3)n2Cc2ccco2)C(=O)C1	0%	-10%[60.1 µM]	-4%	0	13%	5%	32%[activator]	-3%	-7%
CC(=O)c1cccc(NC(=O)CN2C(=O)NC(C)(c3ccc4c(c3)OCCCO4)C2=O)c1 (stereo not given)	nt	-18%	-3%	-6	1%	nt	-14%	-12%	nt
N#CCCN(C(=O)CSc1nc2ccccc2c(=O)[nH]1)c1ccc(F)cc1	nt	3%	-3%	-3	-17%	nt	20%	16%	nt
COC(=O)c1cccc(-n2nnnc2SCC(=O)Nc2cc(C)on2)c1	-7%	-8%	3%	-11	-14%	15%	4%	4%	?

Of the compounds above, these have an NH in an aromatic ring.
SMILES	BLM inh	POLK inh	GRP78 ERSR act	LDHA block	POLH inh	Pol beta inh	POLI inh	APEX1 inh	Anesthetic bind
Cc1cc(C)c(C(=O)/C=C/c2ccc(C(C)C)cc2)c(=O)[nH]1	-5%	-1%	-11%	-1	?	-2%	17%	2%	?
CCCCN(C(=O)c1ccc(N2CCCC2=O)cc1)c1c(N)n(CCCC)c(=O)[nH]c1=O	nt	-11%	0%	-8	0%	nt	30%	10%	nt
N#CCCN(C(=O)CSc1nc2ccccc2c(=O)[nH]1)c1ccc(F)cc1	nt	3%	-3%	-3	-17%	nt	20%	16%	nt

More structures follow:
SMILES	BLM inh	POLK inh	GRP78 ERSR act	LDHA block	POLH inh	Pol beta inh	POLI inh	APEX1 inh	Anesthetic bind
CC(=O)NCCCCCCNC(C)=O	-2%&-8%	11%	-3%	-2	-8%	5%&-24%	26%	-8%&-4%	-2%&3%
CCc1noc(C)c1C(=O)N(CCOC)c1c(N)n(CC(C)C)c(=O)[nH]c1=O	-2%	-7%	0%	-1	-23%	3%	38%[activator]	21%	2%
O=C(c1ccccc1)N1CCOC(O)(c2ccccc2)C1c1ccccc1 (stereo not given)	nt	-7%	0%	14	-2%	nt	46%[activator]	nt	nt
NCCCC[C@H]1CNC(=O)C(=O)N1CCc1cc(C(F)(F)F)cc(C(F)(F)F)c1	0%	-4%	-2%	-13	-11%	0%	-21%	-7%	-8%
COCc1cc(C)nc2sc(C(=O)Nc3ccccc3O)c(N)c12	-7%	-11%	nt	-4	nt	-30%	17%	nt	-3%
CCOC(=O)C1(C)NC(c2cccs2)C2C(=O)N(c3ccc(OC)cc3)C(=O)C21 (stereo not given)	-5%	2%	-2%	0	-13%	-7%	112%[activator]	0%	-3%
COc1cc(NC(=O)CSc2nccc(C)n2)c(C(=O)O)cc1OC	0%	-15%	-5%	-4	-1%	-1%	-8%	-6%	-6%
O=C(c1ccc(Cl)cc1)N1CCC2CC1c1cc(-c3ccccc3)ccc12 (stereo not given)	nt	17%	-4%	1	-15%	nt	23%	nt	nt
Cc1cccc(NC(=S)NNC(=O)c2ccc(Br)o2)c1	0%	-1%	-3%	0	-17%	6%	36%[activator]	-5%	-10%
O=C(CSc1nnc2ccccn12)NCCc1ccc(F)cc1	-8%	-16%	-2%	-4	5%	-23%	121%[activator]	-9%	-2%
CC(C)COc1ccc(C(=O)Nc2nnc(S(=O)(=O)N(C)Cc3ccco3)s2)cc1	3%	-22%	-2%	-4	6%	-30%	10%	nt	-5%
O=C(Cc1ccc([N+](=O)[O-])cc1)N1CCc2ccccc2C1	-8%	1%	0%	-5	-10%	6%	20%	1%	-8%
O=C(CCSCc1ccc(Cl)cc1)NCc1ccco1	-8%	1%	-1%	1	-11%	-2%	70%[activator]	5%	?
COc1ccc(-c2cc(=O)c3ccc(F)cc3[nH]2)cc1	1%[120 µM]	-13%	-6%	nt	nt	nt	nt	-6%[120 µM]	7%[163 µM]
CC(C)(C)[C@@H]1C=C(C(N)=O)O[C@H](OCc2ccc(CO)cc2)C1	-4%	-4%	0%	6	-12%	2%	-18%	16%	-2%
Cc1ccc(NS(=O)(=O)c2cc(C(=O)N(C)C)ccc2C)cc1C	-4%	4%	-2%	-10	9%	11%	72%[activator]	29%	-12%

A second format for some results above:
Values run as follows: BLM inh | POLK inh | GRP78 ERSR act | LDHA block | POLH inh | Pol beta inh | POLI inh | APEX1 inh | Anesthetic bind
> CCc1noc(C)c1C(=O)N(CCOC)c1c(N)n(CC(C)C)c(=O)[nH]c1=O
→ -2% | -7% | 0% | -1 | -23% | 3% | 38%[activator] | 21% | 2%
> O=C(c1ccccc1)N1CCOC(O)(c2ccccc2)C1c1ccccc1 (stereo not given)
→ nt | -7% | 0% | 14 | -2% | nt | 46%[activator] | nt | nt

3 entries from above, arranged by their value in APEX1 inh, descending:
SMILES | BLM inh | POLK inh | GRP78 ERSR act | LDHA block | POLH inh | POLI inh | APEX1 inh
Cc1ccc(NS(=O)(=O)c2cc(C(=O)N(C)C)ccc2C)cc1C | -4% | 4% | -2% | -10 | 9% | 72%[activator] | 29%
Cc1ccccc1C(=O)NNC(=O)c1ccc(Br)cc1 | -3% | -10% | 3% | -6 | -4% | -15% | 4%
CC(=O)c1cccc(NC(=O)CN2C(=O)NC(C)(c3ccc4c(c3)OCCCO4)C2=O)c1 (stereo not given) | nt | -18% | -3% | -6 | 1% | -14% | -12%
